Tau fibril FP – qHTS for Inhibitors of Tau Fibril Formation, Fluorescence Polarization | 0.39% of 280,000 active | K18 P301L tau heparin fibrillization, Alexa594 FP, 6 h | Potency, µM (highest dose often 57.7 µM), inactives show at the top dose activity, negative = inhibition, hits mostly inhibitors; note: nearly all actives have a fitted effect of over 55% in size
Target sequence (P10636 561-689 P618L limits assumed): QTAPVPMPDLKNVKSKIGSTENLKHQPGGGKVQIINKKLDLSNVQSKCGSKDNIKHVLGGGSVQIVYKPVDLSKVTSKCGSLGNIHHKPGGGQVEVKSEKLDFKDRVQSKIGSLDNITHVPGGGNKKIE
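Read-out: fluorescence polarization of Alexa 594-labeled tau (0.24 uM), 555 nm excitation, 632 nm emission. Mixtures held 15 uM unlabeled K18 P301L, compound and 20 uM heparin, pH 7 acetate buffer, incubated 6 hr at 37 C.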
Tau fluor counter – Counterscreen qHTS for Inhibitors of Tau Fibril Formation, Fluorescence Polarization. tau K18 P301L Alexa594 fluorescence, heparin fibrillization. Potency, µM (titrated, usually from 57.7 µM), without a hit: top-dose activity change, negative = decrease. 0.93% of 280,000 active. AID 1463, 2008; note: nearly all actives have a fitted effect of over 55% in size
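Human tau K18 P301L (15 uM unlabeled, 0.24 uM Alexa 594-labeled) in 100 mM sodium acetate pH 7 with 20 uM heparin, 6 hr at 37 C. ThT 30 uM added, 1 hr ambient; Alexa 594 FP and total fluorescence read at 555/632 nm.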
Tau fibril ThT – qHTS for Inhibitors of Tau Fibril Formation, Thioflavin T Binding; 2.1% of 270,000 active; recombinant tau K18 P301L (four-repeat tau fragment), heparin-induced fibrillization, ThT fluorescence; Potency, µM (doses to about 57.4 µM), for inactives: at the top dose activity, negative = inhibition, most hits filed as inhibitors; Microtubule-associated protein tau (Homo sapiens), P10636; note: nearly all actives have a fitted effect of over 55% in size
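Recombinant human tau K18 fragment […] carrying P301L, 15 uM unlabeled plus 0.24 uM Alexa 594-labeled, was fibrillized with 20 uM heparin in 100 mM sodium acetate pH 7 for 6 hr at 37 C; 30 uM ThT fluorescence read after 1 hr.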
Active calls of the source: *; u = inconclusive; [ ] = another dose, or the depositor's remark. Calls come from the whole dose curve; as a rule, active = well fitted curve in the direction sought with a large enough effect; inconclusive = small, poorly fitted or top-dose-only effect, or another doubt; inactive = no such curve, though single readings can be large; an effect the other way counts as inactive or inconclusive. % is set by controls: 0 for no effect and ±100 for the full control effect; potency is the fitted concentration of half-maximal effect. Some of the compounds tested (hit frequency here may not be typical).

SMILES	Tau fibril FP	Tau fluor counter	Tau fibril ThT
CCN(CC)C(=O)c1sc2c(c1C)c(=O)n(CCc1ccccc1)c(=O)n2Cc1cccc(Cl)c1	-5%	-7%	-9%
O=C(Cc1ccc(Cl)cc1)NCC(c1cccs1)S(=O)(=O)c1ccccc1 (stereo not drawn)	3%	-12%	-1%
Cc1ccc(CNC(=O)CN2C(=O)C3(SCC(=O)N3c3ccc(F)cc3)c3ccccc32)cc1 (stereo not drawn)	-7%	-21%	-9%
CCN(C(=O)Cn1c(SCC(=O)NCc2ccccc2)nc2ccccc21)c1cccc(C)c1	3%	-7%	-6%
COc1ccc(-c2ccc(=O)n(CC(=O)Nc3ccccc3C(F)(F)F)n2)cc1	-4%	-13%	u
COc1ccc(-c2nc3scc(CCNS(=O)(=O)c4cccs4)n3n2)cc1	-3%	-21%	-8%
COc1ccc(NC(=O)C2CCN(C(=O)c3sc4nc[nH]c(=O)c4c3C)CC2)cc1Cl	-2%	-12%	-7%
CCOCCCN1C(=O)CN(C2CCCCCC2)C(=O)C1c1ccc(OCC)c(OC)c1 (stereo not drawn)	0%	-14%	-8%
COc1cccc(Cc2nc3ccccc3nc2SCC(=O)Nc2cccc(C)c2)c1	-12%	-26%	2%
O=C(Nc1cccc(C(=O)OCc2cc(=O)n3nc(C4CC4)sc3n2)c1)c1cccc(Cl)c1	-14%	-9%	-16%
CCOC(=O)N1CCc2c(sc(NCc3ccc(OC)c(OC)c3OC)c2C(=O)Nc2ccc(OC)cc2OC)C1	-4%	u	u
Cc1cccc(-c2nc(C)c(CCNC(=O)c3cccs3)s2)c1	-10%	-17%	u
CCOC(=O)c1c(C)[nH]c(C)c1S(=O)(=O)N1CCCC(C(=O)NCc2cccc(OC)c2)C1 (stereo not drawn)	1%	-5%	7%
CCC(=O)N1c2ccccc2CC1C(=O)NCc1cc(Br)ccc1OC (stereo not drawn)	-4%	-2%	-16%
CCOc1ccc(NC(=O)CSC2=Nc3ccccc3C3=NC(CCC(=O)NCc4ccco4)C(=O)N23)cc1 (stereo not drawn)	11%	-7%	-15%
Cc1cccc(NC(=O)c2ccc(-n3cnc4cccnc43)cc2)c1C	5%	-6%	-17%
COc1cc(Nc2nc(SCc3cccc(Cl)c3)nc3ccccc23)cc(OC)c1	7.9µM*	u	u
CCC(C)NC(=O)c1cnn(-c2cccc(F)c2)c1-n1cccc1 (stereo not drawn)	-4%	-9%	-3%
COc1ccc(NCc2cc3cc4c(cc3n(CC(=O)Nc3ccc(F)cc3)c2=O)OCCO4)cc1	u	11µM*[quencher]	-7%
COCc1nc2ccccc2n1Cc1ccc(C(C)(C)C)cc1	3%	-6%	-9%

By substructure, the entries above containing an NH in an aromatic ring
SMILES	Tau fibril FP	Tau fluor counter	Tau fibril ThT
COc1ccc(NC(=O)C2CCN(C(=O)c3sc4nc[nH]c(=O)c4c3C)CC2)cc1Cl	-2%	-12%	-7%
CCOC(=O)c1c(C)[nH]c(C)c1S(=O)(=O)N1CCCC(C(=O)NCc2cccc(OC)c2)C1 (stereo not drawn)	1%	-5%	7%

Sorted by heavy-atom count (falling): part of the list above
SMILES	Tau fibril FP	Tau fluor counter	Tau fibril ThT
CCOC(=O)N1CCc2c(sc(NCc3ccc(OC)c(OC)c3OC)c2C(=O)Nc2ccc(OC)cc2OC)C1	-4%	u	u
CCOc1ccc(NC(=O)CSC2=Nc3ccccc3C3=NC(CCC(=O)NCc4ccco4)C(=O)N23)cc1 (stereo not drawn)	11%	-7%	-15%
COc1ccc(NCc2cc3cc4c(cc3n(CC(=O)Nc3ccc(F)cc3)c2=O)OCCO4)cc1	u	11µM*[quencher]	-7%
CCN(CC)C(=O)c1sc2c(c1C)c(=O)n(CCc1ccccc1)c(=O)n2Cc1cccc(Cl)c1	-5%	-7%	-9%
CCN(C(=O)Cn1c(SCC(=O)NCc2ccccc2)nc2ccccc21)c1cccc(C)c1	3%	-7%	-6%
CCOC(=O)c1c(C)[nH]c(C)c1S(=O)(=O)N1CCCC(C(=O)NCc2cccc(OC)c2)C1 (stereo not drawn)	1%	-5%	7%
CCOCCCN1C(=O)CN(C2CCCCCC2)C(=O)C1c1ccc(OCC)c(OC)c1 (stereo not drawn)	0%	-14%	-8%
COc1ccc(NC(=O)C2CCN(C(=O)c3sc4nc[nH]c(=O)c4c3C)CC2)cc1Cl	-2%	-12%	-7%
COc1cc(Nc2nc(SCc3cccc(Cl)c3)nc3ccccc23)cc(OC)c1	7.9µM*	u	u
COc1ccc(-c2ccc(=O)n(CC(=O)Nc3ccccc3C(F)(F)F)n2)cc1	-4%	-13%	u
COc1ccc(-c2nc3scc(CCNS(=O)(=O)c4cccs4)n3n2)cc1	-3%	-21%	-8%
CCC(=O)N1c2ccccc2CC1C(=O)NCc1cc(Br)ccc1OC (stereo not drawn)	-4%	-2%	-16%
CCC(C)NC(=O)c1cnn(-c2cccc(F)c2)c1-n1cccc1 (stereo not drawn)	-4%	-9%	-3%
COCc1nc2ccccc2n1Cc1ccc(C(C)(C)C)cc1	3%	-6%	-9%

Additional results.
SMILES	Tau fibril FP	Tau fluor counter	Tau fibril ThT
CSc1nc2c(sc3ccccc32)c(=O)n1Cc1ccc(C)cc1	-13%	u	-17%
CCOc1ccc(C2C(=O)N(C3CCCCCC3)CC(=O)N2CCC2=CCCCC2)cc1OC (stereo not drawn)	1%	-10%	-16%
COc1ccc(CNC(=O)C2CCN(S(=O)(=O)N3CCC(C)CC3)CC2)c(OC)c1	5%	-7%	4%
CCOc1ccc(S(=O)(=O)Nc2ccc3c(c2)N(C(C)=O)CCC3)cc1	-2%	-7%	-3%
CC(C)c1ccc(C2=CC(c3ccc(C(C)C)cc3)n3nnnc3N2)cc1 (stereo not drawn)	-14%	-1%	-5%
CCOc1ccc(NC(=O)N2CCN(Cc3cc(=O)n4nc(-c5ccc(OC)cc5)sc4n3)CC2)cc1	-4%	-7%	u
Cc1cc(O)c(C(c2ccccc2)N2CCC(C)CC2)c(=O)n1Cc1ccco1 (stereo not drawn)	-14%	-11%	u
Cc1noc2ncnc(N3CCN(c4cccc(C(F)(F)F)c4)CC3)c12	2%	-9%	-12%
Cc1ccc(-n2ncc3c(NCCC4=CCCCC4)ncnc32)cc1	-16%	-21%	-7%
CCOc1cccc(CC(=O)NCc2ccc3c(c2)CCN3C(=O)c2ccc(F)cc2)c1OCC	10%	2%	3%
COc1cccc(NC(=O)C(=O)NCCc2csc(-c3ccc(C)cc3)n2)c1	-10%	-17%	-12%
COc1cccc(N2CCN(C(=O)C3CCN(S(=O)(=O)c4cccc5nonc45)CC3)CC2)c1	15%	-7%	3%
O=S(=O)(NCC(c1ccco1)S(=O)(=O)c1ccccc1)c1ccccc1 (stereo not drawn)	-13%	-3%	3%
Cc1c(C(=O)Oc2ccc(Br)cc2)sc2ncn(Cc3ccccc3F)c(=O)c12	2%	-4%	-5%
COc1cc(S(=O)(=O)NCCc2c(C)[nH]c3ccc(C)cc23)ccc1Br	u	14µM*[quencher]	u
CCOc1ccc(CC(=O)NCCS(=O)(=O)N2CCN(c3ccccc3OC)CC2)cc1	5%	2%	-1%
O=C(NCCc1ccc(Cl)cc1)c1ccc2nc(CCc3ccccc3)oc2c1	-10%	2%	-14%
CCc1ccccc1NC(=O)c1cc(S(=O)(=O)N2CCc3ccccc32)ccc1F	-8%	-30%	-15%
O=C(Nc1ccc(S(=O)(=O)N2CCCCC2c2cccnc2)cc1)c1ccc(F)cc1 (stereo not drawn)	u	u	-6%
CC(C)CC(=O)Nc1nnc(SCc2cc(=O)n3ccccc3n2)s1	-2%	-7%	-3%
O=C(CSc1nnc(-c2cccc(F)c2)c(-c2cccc(F)c2)n1)NC1CCCCC1	-6%	-8%	2%
Cc1nnc2c3ccccc3nc(N3CCN(c4cccc(Cl)c4)CC3)n12	1%	-13%	u
CCc1cccc(NC(=O)CN(C)S(=O)(=O)c2ccc3c(c2)CCCN3C(C)=O)c1	-3%	-11%	-1%
CC(C)c1ccc(NC(=O)CN2C(=O)c3cccc4cccc2c34)cc1	-14%	-8%	7%
Cc1ccc(-c2nc(C)c(CCNS(=O)(=O)c3ccccc3F)s2)cc1	9%	-28%	-9%
COc1ccc(-c2cc(C)no2)cc1S(=O)(=O)N1CCc2ccccc21	15%	28µM*[fluorescent]	u
Cc1c(Cl)cccc1-n1nc(C)c2c(C)cc(=O)n(CC(=O)NCc3ccccc3)c21	-6%	6%	8%
COc1ccc(-c2cc(C)no2)cc1S(=O)(=O)NCc1ccco1	-9%	-7%	-8%
CCc1ccc(NC(=O)CSC2=Nc3ccccc3C3=NC(CC(=O)NC4CCCCC4)C(=O)N23)cc1 (stereo not drawn)	-4%	-22%	-12%
Cc1oc2ncnc(N3CCCCC3)c2c1C(=O)N1CCN(c2cccc(Cl)c2)CC1	-3%	-10%	-14%
CCc1ccccc1NC(=O)c1cc(S(=O)(=O)NCCc2ccc(OC)c(OC)c2)ccc1F	-3%	-19%	-4%
CC(C)CN1CCc2nc(N3CCN(c4ncccn4)CC3)ncc2C1	-4%	1%	u
COc1cccc(CC(=O)Nc2ccc(-c3nc4ccccc4s3)cc2Cl)c1	u	-29%	1%
O=C(c1ccco1)N(Cc1cccnc1)c1nc2ccc(F)cc2s1	4%	-13%	-3%
Cc1ccc2c(c1)c(=O)c(C(=O)c1ccncc1)cn2CC(=O)Nc1ccccc1Cl	3%	-6%	-6%
CCOc1ccccc1NC(=O)C1CCN(S(=O)(=O)c2ccc3[nH]c(=O)oc3c2)CC1	-15%	-24%	-6%
Cc1nc(-c2ccc(S(=O)(=O)NCc3ccc(N(C)C)cc3)cc2)co1	10%	-22%	u
COc1ccc(-c2nnc(SCC(=O)NCc3ccc(C)cc3)nc2-c2ccc(OC)c(OC)c2)cc1OC	-1%	-24%	u
CCOC(=O)C1CCCN(S(=O)(=O)c2cc3c4c(c2)CC(=O)N4CCC3)C1 (stereo not drawn)	-2%	-4%	2%
COc1ccc(C(=O)Nc2ccc(N(C)Cc3ccccc3)c(C(=O)O)c2)cc1	6%	6%	-5%
Cc1ccc(-c2nn(-c3cccc([N+](=O)[O-])c3)c3c2cnc2ccc(F)cc23)cc1	5%	-5%	-2%
COc1cc(NC(=O)c2c(-c3ccc(C)cc3)nnc3ccccc23)cc(OC)c1OC	-5%	-9%	0%
CCc1ccc(CNC(=O)c2c(C)oc3ncnc(N4CCOCC4)c23)cc1	-2%	-11%	-3%
O=C(Nc1cccc(Cl)c1)c1ccc2nc(Cc3ccccc3)oc2c1	u	u	4%
CN(C)S(=O)(=O)c1ccc2c(c1)N(CC(=O)NCc1ccc(F)cc1)C(=O)CS2	-6%	-6%	7%
Cc1ccc(-n2nc3c(N4CCC(C(=O)N(C)Cc5ccccc5)CC4)nnc(C)c3c2C)cc1	3%	6%	5%
Cc1cccc(N2C(=O)CS(=O)(=O)C23C(=O)N(C)c2ccccc23)c1 (stereo not drawn)	-7%	-13%	-9%
CCOc1ccc(C(=O)NCc2ccc3c(c2)CCN3C(=O)c2ccc(C)cc2)cc1OCC	8%	-11%	-9%
COc1ccc(OC)c([C@@H]2Nc3ccc(C(=O)O)cc3[C@@H]3C=CC[C@@H]32)c1	5%	-11%	u
COc1cc(NC(=O)CCn2c(-c3ccccc3)cc(C(C)=O)c2C)cc(OC)c1	-9%	-30%	-4%
COc1cccc(N2CCN(S(=O)(=O)c3ccc(-c4cc(C(F)(F)F)on4)s3)CC2)c1	-3%	-5%	1%

Source: PubChem BioAssay
